Compound activity: PubChem, National Center for Advancing Translational Sciences (NCATS)
NTMT1 inhibitor: blocks human N-terminal methyltransferase 1 activity; 2.5% of 59,000 active; NTMT1 MTase-Glo SAH luminescence, purified enzyme; Q9BV86; Potency, µM (doses to about 114 µM), for inactives: at the top dose activity change, negative = inhibition, actives largely listed as inhibitors; AID 1645870;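 also: plate controls were DMSO vehicle for no effect and no enzyme for full effect; nearly all actives have a fitted effect of over 65% in size; many of its hits are not listed in these tables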
Target sequence (Q9BV86 whole entry, looked up): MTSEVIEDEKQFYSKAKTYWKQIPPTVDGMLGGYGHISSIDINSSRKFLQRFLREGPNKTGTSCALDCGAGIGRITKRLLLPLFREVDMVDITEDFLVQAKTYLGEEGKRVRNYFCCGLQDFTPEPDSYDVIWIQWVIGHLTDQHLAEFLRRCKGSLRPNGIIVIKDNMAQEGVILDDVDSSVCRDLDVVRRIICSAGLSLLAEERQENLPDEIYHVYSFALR
FH mod: Identification of activators of human fumarate hydratase by quantitative high-throughput screening. 0.22% of 54,000 active. FH coupled MDH/diaphorase resazurin fluorescence, 15 min. Potency, µM (highest dose often 79.9 µM), inactives show at the highest dose activity change, negative = inhibition, actives largely listed as inhibitors. Fumarate hydratase, mitochondrial (Homo sapiens), P07954; also: the screen sought activators but most active calls are inhibition curves; nearly all actives have a fitted effect of over 45% in size
Target sequence (P07954 whole entry, looked up): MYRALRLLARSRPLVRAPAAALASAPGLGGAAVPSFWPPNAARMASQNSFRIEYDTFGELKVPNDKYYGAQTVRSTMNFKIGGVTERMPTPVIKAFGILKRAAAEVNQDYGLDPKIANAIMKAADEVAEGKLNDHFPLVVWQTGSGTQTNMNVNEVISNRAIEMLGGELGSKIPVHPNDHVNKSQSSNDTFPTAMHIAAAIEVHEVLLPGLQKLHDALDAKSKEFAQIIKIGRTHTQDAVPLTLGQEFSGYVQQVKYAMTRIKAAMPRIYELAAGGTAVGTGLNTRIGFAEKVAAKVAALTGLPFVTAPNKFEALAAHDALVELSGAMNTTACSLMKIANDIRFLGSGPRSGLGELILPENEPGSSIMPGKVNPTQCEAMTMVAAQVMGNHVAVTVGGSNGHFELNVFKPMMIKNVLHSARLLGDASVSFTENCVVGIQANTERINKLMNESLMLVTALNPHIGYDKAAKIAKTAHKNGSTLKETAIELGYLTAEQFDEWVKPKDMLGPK
* hit, by the source's call; ? = inconclusive; & = joins results of further samples; [ ] = remark or other dose. Calls follow the shape of the dose curve; as a rule, active = well fitted curve in the direction sought with a large enough effect; inconclusive = small, poorly fitted or top-dose-only effect, or another doubt; inactive = no such curve, though single readings can be large; an effect the other way counts as inactive or inconclusive. Unless noted, % is scaled to controls: 0 for no effect and ±100 for the full control effect; potency is read from the fitted curve at half-maximal effect. These rows are one share of the data; count on the stated rates, not on these rows.

The first 2 compounds, to show the layout:
SMILES | NTMT1 inhibitor | FH mod
COC1CC(O[C@H]2CC[C@]3(C)C4CC[C@@]5(C)C(=O)[C@]4(CC[C@@H]3C2)CC[C@@H]5C2=CC(=O)OC2)OC(C)C1OC1OC(COC2OC(CO)C(O)C(O)C2O)C(O)C(O)C1O (stereo partly specified) | 0%[12.6 µM] | 8%[20.6 µM]
Cc1[nH]c(=O)c(C#N)cc1-c1ccncc1 | 3% | -1%[53.3 µM]

The whole of this part, from the start:
SMILES | NTMT1 inhibitor | FH mod
COC1CC(O[C@H]2CC[C@]3(C)C4CC[C@@]5(C)C(=O)[C@]4(CC[C@@H]3C2)CC[C@@H]5C2=CC(=O)OC2)OC(C)C1OC1OC(COC2OC(CO)C(O)C(O)C2O)C(O)C(O)C1O (stereo partly specified) | 0%[12.6 µM] | 8%[20.6 µM]
Cc1[nH]c(=O)c(C#N)cc1-c1ccncc1 | 3% | -1%[53.3 µM]
CN1CCN(CCCNc2ncc(Cl)c(-c3cc4c(C(=O)NC5CC5)cccc4s3)n2)CC1 | 79µM* | 0%
C=C(CO)C(=O)O[C@H]1C[C@@]23O[C@@H]2CC/C(=C/[C@H]2OC(=O)C(=C)[C@H]12)CO[C@H]3O | 23%[29.8 µM] | -4%[53.3 µM]
CCCCNC(=O)NS(=O)(=O)c1ccc(C)cc1 | 38%[activator][57.5 µM] | 3%&2%[53.3 µM]
Nc1nonc1-c1nc2cnccc2n1C1CCCCC1 | 2% | ?
O=C(Nc1ccc(S(=O)(=O)C(F)(F)F)cc1)C1=CCN(c2ncccc2C(F)(F)F)CC1 | 9%[57.5 µM] | -23%
N=c1ccn2c(n1)O[C@H]1[C@@H](O)[C@@H](CO)O[C@H]12 | ? | 2%[53.3 µM]
Cc1ccc(COC(=O)N2CC[C@@H](CNc3ncccn3)[C@@H](F)C2)cc1 | -1%[57.5 µM] | 0%
CS(=O)(=O)c1ccc(C2=C(c3ccccc3)C(=O)OC2)cc1 | -1%&18%[57.5 µM] | 10%
CC(=O)N(CC(=O)N(C)C)c1ccccc1 | 16%[57.5 µM] | 3%[53.3 µM]
O=C(NCc1nc2ccccc2c(=O)n1-c1ccc(F)cc1)Nc1ccc(Cl)c(C(F)(F)F)c1 | 4%[57.5 µM] | -15%
COc1cc(CCCO)ccc1O[C@@H]1O[C@H](CO)[C@@H](O)[C@H](O)[C@H]1O | 12%[29.8 µM] | 2%[53.3 µM]
C=C1C[C@]23C[C@H]1CC[C@H]2[C@]1(C)CC[C@H](O)[C@@](C)(C(=O)O)[C@H]1[C@@H]3C(=O)O | 3%[29.8 µM] | 11%[53.3 µM]
CN1N=C(C(N)=O)CCC1=O | 8%[57.5 µM] | -7%[53.3 µM]
Cc1cccc(N2CCN(C(=O)c3cc(S(=O)(=O)N(C)C)ccc3N3CCCC3)CC2)c1C | 5%[57.5 µM] | -16%
CC(C)(C)NC(=O)[C@H]1CN(Cc2cccnc2)CCN1C[C@@H](O)C[C@@H](Cc1ccccc1)C(=O)N[C@H]1c2ccccc2C[C@H]1O | 13%[57.5 µM] | ?
CCc1cc(CC[C@]2(C3CCCC3)CC(O)=C(Cc3nc4nc(C)cc(C)n4n3)C(=O)O2)cc(CC)n1 | 5%[57.5 µM] | 3%
CC(O)(CC(=O)O)CC(=O)O[C@@H]1[C@@H](O)[C@H](OCCc2ccccc2)O[C@H](CO)[C@H]1O (stereo partly specified) | 1%[29.8 µM] | 5%[53.3 µM]
C[C@H]1C[C@H]2[C@@H]3CCC4=CC(=O)C=C[C@]4(C)[C@H]3C(=O)C[C@]2(C)[C@@]1(O)C(=O)CO | 3% | -1%[53.3 µM]
C[C@H]1[C@H](NC(=O)/C(=N/OC(C)(C)C(=O)O)c2csc(N)n2)C(=O)N1S(=O)(=O)O (stereo in doubt) | -16%[57.5 µM] | -5%[53.3 µM]
COc1c(C)c(OCC(O)C(C)(C)O)cc2c1CNC2=O (stereo unspecified) | 6%[57.5 µM] | -2%
OC[C@@H](O)[C@H](O)[C@H](O)[C@@H](O)CO | 30%&-3%[activator][57.5 µM] | -3%&5%[53.3 µM]
COC(=O)[C@@H]1[C@H]2C[C@H]3c4[nH]c5ccccc5c4CCN3C[C@@H]2CC[C@@H]1O | ? | 6%
OCCN1CCN(CC/C=C2/c3ccccc3Sc3ccc(C(F)(F)F)cc32)CC1 | ? | ?
CC1=CCC(O)C2(C)CCC3C(C)C(=O)OC3C12 (stereo unspecified) | 8%[57.5 µM] | 1%
C=C(C(=O)OC[C@H]1O[C@@H](OC(=O)/C=C/c2ccccc2)[C@H](O)[C@@H](O)[C@@H]1O)C(O)CO (stereo partly specified) | -3%[29.8 µM] | 0%[53.3 µM]
Cc1ccc(NS(=O)(=O)c2cc3c(cc2N(C)C)CCC(=O)N3)cc1C | -8% | -3%
NC(=O)NN=Cc1ccc([N+](=O)[O-])o1 | -24%[57.5 µM] | -2%[53.3 µM]
O=C1OCc2cc3cccc(O[C@@H]4O[C@H](CO)[C@@H](O)[C@H](O)[C@H]4O)c3c(O)c21 | ? | -17%[53.3 µM]
CCCCCCC[N+](CC)(CC)CCCCc1ccc(Cl)cc1 | ? | 2%[53.3 µM]
COC[C@@H](c1ccc(C(F)(F)F)cc1)N1CCN(C2(C)CCN(C(=O)c3c(C)ncnc3C)CC2)C[C@H]1C | 2%[57.5 µM] | 0%[53.3 µM]
CC1(C)OC(=O)NC1=O | 1%[57.5 µM] | 0%[53.3 µM]
OCC1OC(Oc2cc(O)cc(/C=C/c3ccc(OC4OC(CO)C(O)C(O)C4O)cc3O)c2)C(O)C(O)C1O (stereo unspecified) | -18%[29.8 µM] | -5%[53.3 µM]
CC(C)C[C@H](NC(=O)c1cc2ccccc2s1)C(=O)N1CCN(C(=O)[C@H](CO)NS(=O)(=O)c2ccc(Cl)cc2Cl)CC1 | ? | -7%[53.3 µM]
C/C=C/c1cc(OC)c2c(c1)[C@@H](C)[C@@H](c1ccc(O)c(OC)c1)O2 | 2%[29.8 µM] | -6%[53.3 µM]
CN(C)c1cc(NC(=O)CNC(C)(C)C)c(O)c2c1C[C@@H]1C[C@H]3[C@H](N(C)C)C(=O)C(C(N)=O)=C(O)[C@@]3(O)C(=O)C1=C2O | 40µM* | -9%[53.3 µM]
CC1CCC2(C)C(CC(O)C(O)C23CO3)C1(C)CCC1=CC(O)OC1=O (stereo unspecified) | -4%[29.8 µM] | -1%[53.3 µM]
NC(=O)Nc1sc(-c2ccc(F)cc2)cc1C(N)=O | ? | -10%[53.3 µM]
CCCN[C@H]1CCc2nc(N)sc2C1 | ? | -5%&7%[53.3 µM]
Nc1ncnc2c1nc(Cl)n2C1O[C@H](CO)[C@@H](O)[C@H]1O (stereo partly specified) | ? | 10%
CCc1nc(N)nc(N)c1-c1ccc(Cl)cc1 | -27% | 8%&3%[53.3 µM]
CO[C@@H]1[C@@H](OC)[C@H](C)[C@@](O)(CC(=O)O)O[C@H]1[C@H](C)[C@H]1O[C@@]2(CC[C@@](C)([C@H]3CC[C@@](C)([C@@H]4O[C@@H]([C@H]5O[C@](C)(O)[C@H](C)C[C@@H]5C)C[C@@H]4OC4C[C@H](OC)[C@@H](OC)[C@H](C)O4)O3)O2)C[C@H](O)[C@H]1C (stereo partly specified) | -2%[57.5 µM] | -6%[53.3 µM]
CC[C@H](NC(=O)[C@H](C)NC)C(=O)N1C[C@@H](O)C[C@H]1Cc1c(-c2[nH]c3cc(F)ccc3c2C[C@H]2C[C@H](O)CN2C(=O)[C@H](CC)NC(=O)[C@H](C)NC)[nH]c2cc(F)ccc12 | -4%[57.5 µM] | 0%[53.3 µM]
Cc1c(C)c2c(c(C)c1OC(=O)CCC(=O)OCCO)CC[C@@](C)(CCC[C@H](C)CCC[C@H](C)CCCC(C)C)O2 | ? | -6%[53.3 µM]
CCOC(=O)C1=C(N)Oc2ccc(Br)cc2C1C(C#N)C(=O)OCC (stereo unspecified) | -5%&3%&18%[57.5 µM] | 1%
CCc1ccc(OCc2ccccc2C(=O)Nc2ccc3nc(C)cc(N)c3c2)cc1 | ? | -3%[53.3 µM]
Cc1coc2c1C(=O)C(=O)c1c-2ccc2c(C)cccc12 | ? | ?
O=C(O)CN(CCOCCOCCN(CC(=O)O)CC(=O)O)CC(=O)O | 1%[0.501 µM] | -2%[53.3 µM]
COc1ccc([C@@H]2CC(=O)c3c(O)cc(O[C@@H]4O[C@H](CO[C@@H]5O[C@@H](C)[C@H](O)[C@@H](O)[C@@H]5O)[C@@H](O)[C@H](O)[C@@H]4O)cc3O2)cc1O | -3%&2%[57.5 µM] | 4%&3%[53.3 µM]
CC(=O)N[C@@H](CCCCN)C(=O)N(C)[C@@H](CC(C)C)C(=O)N[C@H](C(=O)N(C)[C@@H](Cc1ccccc1)C(=O)N[C@H](Cc1ccccc1)C(N)=O)C(C)C | -17%[6.45 µM] | 3%[6.31 µM]
CCn1cc(NC(=S)Nc2cc(Cl)ccc2OC)c(C(N)=O)n1 | 10%[57.5 µM] | 9%
NC(=O)c1ccc(N(C(N)=O)c2c(F)cccc2F)nc1-c1ccc(F)cc1F | 0% | 9%
COC1=C(OC)C(=O)C(CC=C(C)CCC=C(C)CCC=C(C)CCC=C(C)CCC=C(C)CCC=C(C)CCC=C(C)CCC=C(C)CCC=C(C)CCC=C(C)C)=C(C)C1=O | 3%[57.5 µM] | 6%[53.3 µM]
C=C1CC(=O)C2OC2(C)CC2OC(=O)C(=C)C2C(O)C1OC(=O)/C(C)=C\C (stereo unspecified) | 1%[29.8 µM] | -4%[53.3 µM]
N#C[C@@H]1C[C@@H]2C[C@@H]2N1C(=O)[C@@H](N)C12CC3CC(CC(O)(C3)C1)C2 | -16%[57.5 µM] | ?
CC1CCC2C(C)(C)C(O)CCC2(C)C12Cc1c(O)cc3c(c1O2)CN=C3N (stereo unspecified) | -5%[29.8 µM] | 2%[53.3 µM]
O=C(Cn1ccnc1[N+](=O)[O-])NCc1ccccc1 | -1%[57.5 µM] | 10%[53.3 µM]
C=CC/C=C\C/C=C\CCCCCCCc1cccc(O)c1C(=O)O | ? | -15%[53.3 µM]
CC(C)c1cccc2c(-c3ccccc3)cc(-c3ccc(-c4ccc(C(=O)O)cc4)[nH]3)nc12 | ? | ?
(list continues)
SMILES | NTMT1 inhibitor | FH mod
CC(=O)O[C@@H]1C[C@@]2(C)C(CC[C@]3(C)C2CC=C2C4CC(C)(C)CC[C@]4(C(=O)O)CC[C@]23C)C(C)(C)[C@H]1O (stereo partly specified) | 8%[29.8 µM] | -11%[53.3 µM]
CCN(CC)C(=O)/C(C#N)=C/c1cc(O)c(O)c([N+](=O)[O-])c1 | ? | -14%[53.3 µM]
CCOc1cc2ncc(C#N)c(Nc3ccc(F)c(Cl)c3)c2cc1NC(=O)C=CCN(C)C | 3.8µM* | 0%[53.3 µM]
C=CC(=O)N1CCCN(c2cc(NCCC(=O)O)nc(-c3ccccn3)n2)CC1 | 10%[57.5 µM] | ?
CCCO[C@@H]1O[C@H](CO)[C@@H](O)[C@H](O)[C@H]1O[C@@H]1OC[C@@H](O)[C@H](O)[C@H]1O | -3%[29.8 µM] | -1%[53.3 µM]
CC1NC(=O)C(Cc2c[nH]c3ccccc23)NC1=O (stereo unspecified) | 12%[57.5 µM] | 5%
CCOC(=O)c1cccc(CNc2ccc(N(C)C(=O)Nc3ccccc3)cc2)c1 | 4%[57.5 µM] | -14%
CCN(CC)CCNC(=O)c1cc(S(C)(=O)=O)ccc1OC | 11%[57.5 µM] | -4%&-1%[53.3 µM]
CC(C)=CCC[C@](C)(O)[C@H]1CC[C@]2(C)[C@@H]1[C@H](O)CC1[C@@]3(C)CC[C@H](O)C(C)(C)C3[C@@H](O[C@@H]3O[C@H](CO)[C@@H](O)[C@H](O)[C@H]3O[C@@H]3OC[C@@H](O)[C@H](O)[C@H]3O)C[C@]12C (stereo partly specified) | 12%[12.6 µM] | 8%[20.6 µM]
COc1ccc(COc2cc3oc(=O)c4cc(C(C)O)ccc4c3cc2OC)cc1 (stereo unspecified) | 23% | -4%
Cc1ccc(C)c(OCCCC(C)(C)C(=O)O)c1 | ? | 11%&2%[53.3 µM]
C[C@@H]1CC[C@]2(C(=O)OC3OC(CO)C(O)C(O)C3O)CC[C@]3(C)C(=CCC4[C@@]5(C)CC[C@H](O)[C@](C)(C(=O)O)C5CC[C@]43C)C2[C@]1(C)O (stereo partly specified) | 4%[12.6 µM] | -1%[20.6 µM]
Cc1ccc(S(=O)(=O)N[C@@H](Cc2ccccc2)C(=O)CCl)cc1 | ? | ?
CC1=C[C@H]2[C@@H](CC1=O)[C@H](C)C[C@H](O)[C@H]2C(C)C | 12%[57.5 µM] | -8%
CC(=O)/C=C/C1(O)C(C)=CC(=O)CC1(C)C (stereo unspecified) | 12%[57.5 µM] | -1%
O=C(Nc1cc(Oc2cc(F)c(NC(=O)C3(C(=O)Nc4ccc(F)cc4)CC3)cc2F)ccn1)C1CC1 | 21%&25% | -2%
CC(=O)OC1C(OC(=O)c2ccccc2)C2C(=C(C)CCC2(C)C)C23CCC(C)(C2)C(=O)CC13 (stereo unspecified) | 7%[29.8 µM] | -5%[53.3 µM]
CCCCCC(N)=O | 27%[57.5 µM] | -4%[53.3 µM]

Whole records, quoted from the list:
`Nc1nonc1-c1nc2cnccc2n1C1CCCCC1` across the screens: NTMT1 inhibitor: 2%; FH mod: ?
`Cc1ccc(S(=O)(=O)N[C@@H](Cc2ccccc2)C(=O)CCl)cc1` across the screens: NTMT1 inhibitor: ?; FH mod: ?
